# TTR transcr act: TTR transcription activation, primary screen; SH-SY5Y TTR promoter Gaussia luciferase, luminescence; 100% = recombinant luciferase protein wells; activation, % at 16.7 µM; hit rate 1.3% among 92,000; AID 1117267;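 active means activation above the mean of all tested compounds plus 3 SD, cut at about 9.5% in these data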;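 further: cells exposed to compounds for one day before reading; 0% = median of all test compound wells on the plate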
# Numbers without * were called inactive. These rows are one share of the data; rates above refer to the full screens.
SMILES,TTR transcr act
CC(Oc1ccccc1)C(=O)Nc1ccc(C(N)=O)cc1 (stereo unspecified),1.6
O=[N+]([O-])c1nn(-c2ccc3c(c2)OCCO3)n(O)c1=NCCC1=CCCCC1,0.5
CCN(c1ccccc1)S(=O)(=O)c1ccc(C(C(=O)OC)C(=O)OC)c([N+](=O)[O-])c1,0.3
Cc1nc(SCc2c(F)cccc2Cl)n[nH]1,0.2
c1c[nH]c(CN2CCN(Cc3ncc[nH]3)CC2)n1,-1.1
O=C(NCC1CCCO1)Nc1cccc(Cl)c1 (stereo unspecified),0.9
CCc1nnc(NC(=O)CSc2nc3[nH]ncc3c(=O)[nH]2)s1,-0.1
N/C(=N\c1nc2ccccc2o1)NC(=O)c1ccccc1,-0.9
CCCn1c(=O)c(C(=O)Nc2cccc(C)n2)c(O)c2ccccc21,-1.7
O=C(Cn1cc(Cl)ccc1=O)c1ccc(Cl)cc1,2.7
O=C(CCc1ccccc1)Nc1cccc([N+](=O)[O-])c1,-0.5
COc1ccccc1NC(=S)N/N=C/c1cccc(C)c1,-1.3

# Taken from the listing for reference:
SMILES,TTR transcr act
CCc1nnc(NC(=O)CSc2nc3[nH]ncc3c(=O)[nH]2)s1,-0.1
N/C(=N\c1nc2ccccc2o1)NC(=O)c1ccccc1,-0.9
CCCn1c(=O)c(C(=O)Nc2cccc(C)n2)c(O)c2ccccc21,-1.7

# The listing picks up; the six compounds before the break are reprinted first.
SMILES,TTR transcr act
CCc1nnc(NC(=O)CSc2nc3[nH]ncc3c(=O)[nH]2)s1,-0.1
N/C(=N\c1nc2ccccc2o1)NC(=O)c1ccccc1,-0.9
CCCn1c(=O)c(C(=O)Nc2cccc(C)n2)c(O)c2ccccc21,-1.7
O=C(Cn1cc(Cl)ccc1=O)c1ccc(Cl)cc1,2.7
O=C(CCc1ccccc1)Nc1cccc([N+](=O)[O-])c1,-0.5
COc1ccccc1NC(=S)N/N=C/c1cccc(C)c1,-1.3
COc1cc(C=O)ccc1OCCCOc1ccccc1[N+](=O)[O-],7.5
O=C(O)CNC(=O)C1(NC(=O)OCc2ccccc2)CCCC1,2.2
C/C(=N/NC(=O)Cc1cccs1)c1ccco1,-1.1
CCOC(=O)c1cc(NC(=O)c2ccc(Cl)cc2)c(=O)oc1-c1ccccc1,2.2
CC(=O)c1cccc(OCC(=O)N2CCN(c3ccc(C(F)(F)F)cn3)CC2)c1,-0.7
O=C(CC(C(=O)O)c1ccc(Cl)cc1)c1ccccc1 (stereo unspecified),3.7
CC1(C)CC(NC(=O)C(c2ccccc2)c2ccccc2)CC(C)(C)N1,-0.3
Cc1ccc(CNC(=O)c2cn(C)c(=O)c3c2c2ccccc2n3C)o1,2.8
NC(=S)NN=Cc1nccc2ccccc12,-0.8
O=C(Nc1ccc2c(c1)OCO2)N1CCN(c2ncc(C(F)(F)F)cc2Cl)CC1,-0.9
Cc1c(Cl)c(C(=O)NNC(=S)Nc2ccc(F)cc2)nn1C,-2.2
Cc1cc2cc(CCNC(=O)CCc3ccccc3)c(=O)[nH]c2cc1C,-1.4
COc1ccccc1CNN,1.9
CCOC(CCn1c(SCC(=O)Nc2cc(C)on2)nc2ccccc2c1=O)OCC,1.1
O=C(O)CCC(=O)Nc1ccc(C(=O)OC2CCCCC2)cc1,-1.0
Cc1nn(Cc2ccc(Cl)cc2Cl)c(C)c1NC(=O)CCl,-2.8
CCOC(=O)N1CCN(C(=O)C[C@H]2C(=O)N(Cc3ccc(OC)cc3)C3=CCCCC[C@@]32C(=O)OC)CC1,-0.5
CCOC(=O)c1c(NC(=O)CSc2nnnn2C)sc(C(=O)N(C)C)c1C,-0.4
O=C(Nc1ccc(Cl)cc1)C(c1ccccc1)N1CCOCC1 (stereo unspecified),0.0
CCCCN(C)CCn1c(=S)[nH]c2cc(OCC)c(OCC)cc2c1=O,2.8
COc1ccc(NC(=O)N(C)C[C@H]2Oc3c(NS(=O)(=O)c4ccc(OC)cc4)cccc3C(=O)N([C@H](C)CO)C[C@@H]2C)cc1,0.3
O=C(/C=C/c1ccccc1)N(Cc1cccs1)C1CCS(=O)(=O)C1 (stereo unspecified),-0.2
COC(=O)C1=C(C)Nc2sc(C(N)=O)c(N)c2C1c1ccncc1 (stereo unspecified),7.8
CCCCn1nnnc1C(c1ccccc1)N1CCN(c2ccc(F)cc2)CC1 (stereo unspecified),-0.3
CCOc1c(C=C(C#N)C#N)c2ccccc2n1CC,0.1
CCCCN=C(N)/C(C(=O)OCC)=C(\O)c1ccc(OC)cc1,-1.9
O=c1[nH]cnc2c1ncn2-c1ccc(N(CCO)CCO)cc1,-1.0
COc1ccc(C(=O)OCC(=O)Nc2ccc([N+](=O)[O-])cc2OC)c(O)c1,0.8
CCCc1cc(=O)[nH]c(/N=C(/NC(=O)C(C)N2C(=O)c3ccccc3C2=O)Nc2ccccc2)n1 (stereo unspecified),2.1
CC[C@H](C)[C@H](NC(N)=O)C(=O)Nc1ccc(NC(C)=O)cc1,-0.5
Fc1cccc(NC(=S)NCCc2ccccc2)c1,-0.8
CCCCCCC1C(C#N)=C(N)OC2=C1C(=O)CCC2 (stereo unspecified),0.8
O=C(NC(=O)c1c(F)cccc1F)O/N=C1\CCCc2occc21,0.1
FC(F)(F)c1cc(CNC2CCC23CCCCC3)ccc1Cl (stereo unspecified),0.8
CCOc1ccccc1Nc1nnc(SCC(=O)Nc2ccc3[nH]c(=O)[nH]c3c2)s1,-1.3
Cc1cc(C(=O)NCC(=O)OCC(=O)Nc2ccc(OC(F)F)cc2)ccc1[N+](=O)[O-],3.4
c1ccc(-c2ccccc2OCCOCCN2CCCCC2)cc1,0.2
CN(C)CC1CCC/C(=C\c2ccc(OC(=O)/C=C/c3ccccc3)cc2)C1=O (stereo unspecified),0.1
O=c1oc2ccccc2c(N2CCC(c3ccccc3)CC2)c1[N+](=O)[O-],3.0
O=S(=O)(c1ccccc1)N1CCN(c2ccccc2)CC1,-2.9
CCC(CC)C(=O)Nc1nnc(SCC(=O)NC(C)(C)C)s1,-0.4
C[C@H]1CCC(=O)N(CCSc2ccc(Br)cc2)CC1,-2.9
CCCCN1CCc2c([nH]c3ccc(C)cc23)C1=O,0.2
c1ccc(SCCOCCN2CCOCC2)cc1,4.1
N#Cc1c(-c2ccc(C(F)(F)F)cc2)cc(-c2ccccc2)[nH]c1=S,3.0
COc1ccc2[nH]cc(CCNC(=S)NC3CCCC3)c2c1,0.6
O=C(Nc1ccncc1)C1CCN(S(=O)(=O)c2c(Cl)cccc2Cl)CC1,-1.1
Cc1ccc(S(=O)(=O)Nc2ccccc2C=NNC(=O)c2ccncc2)cc1,-0.5
O=C(NC(=S)NCCN1CCOCC1)c1ccc(Cl)cc1,2.5
COc1ncnc2c1oc1nc(C)c3c(c12)CC(C)(C)OC3,1.0
Cc1nc(CN(C)C(=O)CC2C(=O)NCCN2Cc2ccc(-c3ccccc3)cc2)cs1 (stereo unspecified),-2.0
CCCS(=O)(=O)NCc1ccc2c(c1)cc(C)n2C,-1.5
COc1cccc(CNC(=O)[C@@H]2CCCN2C(=O)[C@H]2CCCCN2C(=O)c2cccc(OC)c2)c1,4.4
Cc1ccc(S(=O)(=O)N/N=C/C(C)(C)CO)cc1,4.3
O=C(N/N=C/c1cccc(F)c1)c1csc2c1CCCC2,-7.7
C=C(CC[C@@H](O)C(C)(C)O)[C@H]1CC[C@]2(C)[C@@H]1CCC1[C@@]3(C)CC[C@H](O)C(C)(C)C3CC[C@]12C (stereo partly specified),2.6
CCCCN(C)C(=O)c1cn(CC)c2nc(C)ccc2c1=O,-0.2
CCOC(=O)C(=O)NC(C)CCc1ccccc1 (stereo unspecified),2.8
Cc1cccc(CN2CCN(C3CN(Cc4ccc(F)cc4)S(=O)(=O)C3)CC2)c1 (stereo unspecified),-1.9
COc1ccc(Cc2n[nH]c(=S)n2C)cc1Br,1.9

# 3 structures already listed, arranged by SMILES length, lowest first.
SMILES,TTR transcr act
COc1ccc(Cc2n[nH]c(=S)n2C)cc1Br,1.9
O=C(N/N=C/c1cccc(F)c1)c1csc2c1CCCC2,-7.7
COc1ncnc2c1oc1nc(C)c3c(c12)CC(C)(C)OC3,1.0

# Remaining list, next part.
SMILES,TTR transcr act
CCN(CC)CCNC(=O)C(=O)Nc1cc2c3c(c1)CCC(=O)N3CCC2,0.3
CCC(=O)Nc1cccc(NC(=O)CSc2nc3c(c(=O)n(C)c(=O)n3C)n2C)c1,1.0
O=C1NC(=O)C(c2cn(-c3ccccc3)nc2-c2ccc(F)cc2)N1 (stereo unspecified),7.3
O=C(COc1ccc2c(-c3ccccc3)cc(=O)oc2c1)NCCCN1CCOCC1,-0.8
COCCCNC(=O)c1cccs1,16*
Cc1ccc(Cn2c(=O)c3c(nc4n3CCCN4Cc3ccccc3)n(C)c2=O)cc1,5.5
CC(C)c1ccccc1NC(=O)c1ccccc1NC(=O)C1CCCCC1,1.2
CCOc1cc(C2NC(=O)c3ccccc3O2)ccc1OC (stereo unspecified),-0.8
CC(C)(C)c1ccc(N2C(=O)CC(C/C=C/c3ccccc3)C2=O)cc1 (stereo unspecified),-0.2
COc1ccc(-n2c(=S)[nH]c3sc(-c4ccccc4)cc3c2=O)c(OC)c1,-1.4
O=C(NCc1ccccc1F)c1cccc(S(=O)(=O)N2CCCCCC2)c1,-0.1
Cc1c2cnn(CC(=O)Nc3c(F)c(F)cc(F)c3F)c(=O)c2c(C)n1Cc1ccccc1F,-1.9
COc1cccc(C(=O)Oc2cc(C)[nH]c(=O)c2[N+](=O)[O-])c1OC,-1.6
Cc1nn2cc(-c3ccccc3)nc2s1,-0.7
COc1ccc(N=Nc2nc(-c3ccccc3)c(-c3ccccc3)[nH]2)cc1,-4.1
CN(C)c1ccc(/C=[N+](\[O-])C(C)(C)/C=N/O)cc1,-1.6
CCCCC(CCCCl)C(=O)Nc1ccccc1 (stereo unspecified),0.2
CN(Cc1nc(-c2cccnc2)no1)S(=O)(=O)c1ccccc1,2.1
Cc1cc(C(=O)NCC2COc3ccccc3O2)c2ccccc2n1 (stereo unspecified),-3.5
N#Cc1ccc(OCC(=O)NNC(=S)NC(=O)C2CC2)cc1,-0.1
S=C(NCCc1ccccn1)Nc1ccc(Cl)cc1Cl,3.7
O=c1c2c3c(sc2n(CCN2CCOCC2)c(=O)n1C1CCCCC1)CCCCC3,0.9
CCOC(=O)c1c(C)[nH]c(C)c1C(=O)Cn1nnc(-c2ccccc2C)n1,-1.5
CC(=O)Nc1c(-c2ccc3ccccc3c2)nc2ccccn12,5.0
CC(C)n1nc(C(=O)Oc2ccc(Cl)cc2)c2ccccc2c1=O,0.6
CCOC(=O)C1CCCN(C(=O)Cc2ccc(Cl)cc2)C1 (stereo unspecified),-2.1
CC1CCN(C(=O)c2nc[nH]c2C(=O)N2CCc3ccccc3C2)CC1,0.9
CC1Cc2ccccc2N1C(=O)COC(=O)c1ccc(Cl)nc1 (stereo unspecified),-1.0
Cc1ccc2nc(-c3ccccc3)cc(C(=O)NCCCn3ccnc3)c2c1,-1.4
O=C(CSc1nnc(NC(=O)c2ccco2)s1)Nc1ccccc1Br,0.8
COc1ccccc1N1CCN(C2CCCCC2NS(=O)(=O)c2ccccc2)CC1 (stereo unspecified),4.5
CN(C)c1ccc2c(c1[N+](=O)[O-])Cc1ccccc1-2,1.8
Cc1ccc(/C=N/Nc2nc(N3CCOCC3)nc(N3CCOCC3)n2)o1,4.7
COCC(C)n1c(C)cc(C(=O)Cn2c(=O)oc3ccccc32)c1C (stereo unspecified),2.9
N#Cc1cccc(Cn2ccc3ccc(-c4ccc5ccn(Cc6cccc(C#N)c6)c5c4)cc32)c1,2.3
O=C(CSc1nnc(CNC(=O)c2c(F)cccc2F)o1)Nc1ccc2c(c1)OCCO2,11*
c1csc(-c2nc(N3CCOCC3)c3ccccc3n2)c1,-1.3
O=C(CCSc1ccc(Cl)cc1)N1CCN(c2ncccn2)CC1,-0.5
CC1=NN(Cc2ccccc2)C(=O)C1,-1.9
CCCNc1c(NC(=O)c2ccc3c(c2)OCO3)c(=O)oc2ccccc12,-1.6
Cc1ccc(S(=O)(=O)N2C[C@H]3[C@H]4C(=O)N(Cc5ccccc5)C(=O)[C@H]4CC(=O)[C@H]3[C@@H]2c2ccccc2F)cc1,-0.2
COc1ccc(CCNC(=O)C2CCCN2C(=O)Nc2ccc(Cl)cc2)cc1OC (stereo unspecified),0.9
COC(=O)[C@]12C[C@H](CC(=O)NCCCCc3ccccc3)C(=O)N(CCc3ccc(OC)c(OC)c3)C1=C[C@H](C(C)C)O[C@@H]2C1CC1,-2.4
Cc1c(/C(O)=C2\C(=O)C(=O)N(CCN(C)C)C2c2cccnc2)cnn1-c1ccccc1 (stereo unspecified),1.1
CC1CN(C2CCN(S(=O)(=O)c3ccc(F)cc3)CC2)CC(C)O1 (stereo unspecified),0.1
CC1(C)CC(NC(=O)c2ccc(Cl)cc2Cl)CC(C)(C)N1,3.1
COc1cc(C2c3cc(O)c(OC)cc3CC(C(=O)O)C2CO)ccc1O (stereo unspecified),-0.6
CC(C)CN1C(=O)C[C@@]2(C(=O)N(C)c3ccc(NS(=O)(=O)C4CCCCC4)cc32)C1c1ccccc1 (stereo partly specified),2.0
CCCn1c(=O)c(Cc2ccccc2)c(O)c2ccccc21,11*
COc1ccc(/C=C(/NC(=O)c2ccco2)C(=O)Nc2ccc(C(C)=O)cc2)cc1,-0.5
CCc1ccccc1NCC(=O)Nc1ccccc1C(=O)OC,2.6
O=C(NCc1ccc(Cl)cc1)c1noc2c1CCCCC2,2.9
C=CCN(CC=C)CC(O)Cn1c2ccccc2c2ccccc21 (stereo unspecified),1.3
COC(=O)c1ccccc1NC(=O)COC(=O)c1cccnc1,-1.3
COc1cc2ccccc2cc1C(=O)Nc1sc2c(c1C(N)=O)CCN(C(C)C)C2,-5.3

# Part of the list above in another layout:
CCCn1c(=O)c(Cc2ccccc2)c(O)c2ccccc21
  TTR transcr act: 11*
COc1ccc(/C=C(/NC(=O)c2ccco2)C(=O)Nc2ccc(C(C)=O)cc2)cc1
  TTR transcr act: -0.5
